KinaseGlo FLuc: blocks Kinase-Glo luciferase, a counter-screen artifact; Q27757; Kinase-Glo luciferase, ATP luminescence, 8 min; 200,000 compounds, 0.28% hits; Potency, µM (doses to about 38.3 µM), inactives show at the highest dose activity change, negative = inhibition, usual class: inhibitors; AID 1379; note: % is set by controls: 0 for no effect and ±100 for the full control effect; nearly all actives have a fitted effect of over 60% in size
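Substrate mix (final 50 mM imidazole pH 7.2, 50 mM KCl, 7 mM MgCl2, 10 uM ATP, 0.01% Tween 20, 0.05% BSA) plus pin-tool compound, then Kinase-Glo detection mix; 8 min ambient, luminescence read.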
Tau fibril ThT: blocks human tau fibril formation measured by thioflavin T; recombinant tau K18 P301L, heparin-induced fibrillization, ThT fluorescence; P10636; Potency, µM (highest dose often 57.4 µM), without a hit: at the top dose activity, negative = inhibition, hits mostly inhibitors; 270,000 compounds, 2.1% hits; note: % is set by controls: 0 for no effect and ±100 for the full control effect; nearly all actives have a fitted effect of over 55% in size
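Using a mix of unlabeled (15 uM) and Alexa 594-labeled (0.24 uM) tau K18 P301L, heparin-triggered fibrillization over 6 hr at 37 C was scored by ThT fluorescence.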
Lamin A splicing: modulators of lamin A splicing. Potency, µM (doses to about 46.1 µM), without a hit: top-dose ratio change, negative = inhibition, usual class: inhibitors. AID 1487. HeLa LMNA splicing GFP/RFP minigene ratio, 48 h. 200,000 compounds, 0.01% hits; active = well fitted inhibition curve with a large enough effect in the signal ratio, with a control signal flat, not every such curve was filed as active; inconclusive = small, poorly fitted or top-dose-only effect, or effect the other way, or a change in a side signal; the % refers to the signal ratio; note: % is set by controls: 0 for no effect and ±100 for the full control effect
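S3 HeLa cells stably expressing lamin A-EGFP splicing minigene plus DsRed2, 600 cells/well, 48 h compound exposure at 37C. Laser-scanning cytometry; analysed as GFP (500-530 nm)/RFP (575-640 nm) total intensity ratio; 0.5% DMSO vehicle.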
KDM4E inh: inhibitors of human JMJD2E histone demethylase; B2RXH2; JMJD2E catalytic domain, FDH-coupled NADH fluorescence (FDH is formaldehyde dehydrogenase); Potency, µM (titrated, usually from 57.1 µM), inactives show at the highest dose activity change, negative = inhibition, usual class: inhibitors; 230,000 compounds, 1.6% hits; active = well fitted inhibition curve with a large enough effect, not every such curve was filed as active; inconclusive = small, poorly fitted or top-dose-only effect, or another doubt; inactive = no such curve, though single readings can be large or run the other way;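 note: 0% = wells with enzyme and -100% = buffer wells without enzyme; nearly all actives have a fitted effect of over 50% in size; many of its hits are not listed in these tables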
ALDH1A1 block: ALDH1A1 (human) enzyme inhibition. Purified ALDH1A1, NADH fluorescence, propionaldehyde substrate. AID 1030. 220,000 compounds, 7.3% hits. P00352. Potency, µM (highest dose often 75.3 µM), inactives show at the top dose activity, negative = inhibition, usual class: inhibitors; active = well fitted inhibition curve with a large enough effect, not every such curve was filed as active; inconclusive = small, poorly fitted or top-dose-only effect, or another doubt; inactive = no such curve, though single readings can be large or run the other way;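 note: plate controls were no enzyme wells and a reference inhibitor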
SMN2 splice enh: increases expression of the SMN2 splice variant; HEK293 SMN2-luciferase splicing reporter, luminescence, 30-36 h; Potency, µM (series often up to 46.1 µM), inactives show at the top dose activity change, positive = activation, most hits filed as activators; 210,000 compounds, 2.8% hits; AID 1458; note: % of control where 0% means no effect; nearly all actives have a fitted effect of over 55% in size
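HEK293 cells carry an SMN2 minigene-luciferase reporter in which exon 7 inclusion puts luciferase in frame. Cells were seeded at 2000 cells/well, attached for 10-12 hours, then exposed to compounds for 30-36 hours at 37C before ONE-Glo luminescence.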
L3MBTL1 inh: blocks human L3MBTL1 | Q9Y468 | AlphaScreen L3MBTL1–H3K9me1 peptide binding | Potency, µM (top dose mostly 57.1 µM), inactives show top-dose activity, negative = inhibition, usual class: inhibitors | 230,000 compounds, 0.66% hits | AID 485360; note: % is set by controls: 0 for no effect and ±100 for the full control effect; nearly all actives have a fitted effect of over 60% in size
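L3MBTL1 50 nM + b-AHA-H3(1-15)K9me1 75 nM, 30 min RT; compound added, 30 min RT; streptavidin donor/Ni-chelate acceptor beads 10 ug/mL each final, 30 min RT dark; AlphaScreen read.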
RECQ1 helicase: inhibitors of human RECQ1 DNA helicase; P46063; RECQ1 DNA unwinding, red fluorescence kinetic read; Potency, µM (top dose mostly 57.3 µM), inactives show at the top dose activity, negative = inhibition, usual class: inhibitors; 240,000 compounds, 0.54% hits; AID 2549;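 note: plate controls were vehicle for no effect and no enzyme for full effect; nearly all actives have a fitted effect of over 30% in size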
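RECQ1T1 50 nM; forked duplex (20 bp + 30-nt ss tails) 200 nM, ATP 2 mM final; pH 8.0, 2 mM MgCl2, 2.5 ug/ml poly(dI-dC); 15 min compound preincubation; discontinuous kinetic read over 2 h at RT.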
Starred values were filed as active, the others as inactive; i = inactive; ? = inconclusive; nt = no result given; & = joins results of further samples; [ ] = dose if it differs, or a comment. Unless noted, calls come from the whole dose curve; as a rule, active = well fitted curve in the direction sought with a large enough effect; inconclusive = small, poorly fitted or top-dose-only effect, or another doubt; inactive = no such curve, though single readings can be large; an effect the other way counts as inactive or inconclusive. Potency is the fitted concentration of half-maximal effect. These rows are one share of the data (hit frequency here may not be typical).

SMILES,KinaseGlo FLuc,Tau fibril ThT,Lamin A splicing,KDM4E inh,ALDH1A1 block,SMN2 splice enh,L3MBTL1 inh,RECQ1 helicase
CC(C)c1oc(=O)cc2c1[C@@H](O)[C@H]1OC(=O)[C@@]3(C)C[C@@H](O)[C@@H](O)[C@@]2(C)C13 (some centres undefined),-1%,-6%,?,-3%,-4%,-79%[inhibitor],6%,-3%
CCOC(=O)c1c(NC(=O)c2c(N)n(CCCOC)c3nc4ccccc4nc23)sc2c1CCCC2,-2%,?,4%,10%,-11%,-15%,-6%,-6%
CCN1C[C@]2(C)CC[C@H](OC)[C@@]34[C@@H]2[C@H](OC(C)=O)[C@]2(OCO[C@@]25C[C@@H](OC)[C@@H]2C[C@@]3(O)[C@H]5[C@@H]2OC)[C@H]14,-1%[17.1 µM],nt,6%,-1%[25.5 µM],-2%[20.9 µM],-12%[20.6 µM],nt,-7%[25.9 µM]
COc1cc(NS(=O)(=O)c2ccc3c(c2)oc(=O)n3C)cc(OC)c1OC,-1%,-4%,-29%,-9%,7%,-53%[inhibitor],nt,-4%
CCOC(=O)C1C(=O)NC23CCCC2C1c1ccccc1O3 (centres undefined),5%,-1%,6%,6%,14%,-2%,4%,i
CCOc1ccc(-c2cc(C)[n+](CCO)c(-c3ccc(OCC)cc3)c2)cc1,0%,-1%,?,?,?,-19%,nt,9%
CCOC(=O)c1c(-c2ccccc2)oc2ccc(OC(=O)N(C)C)cc12,3%,?,-4%,?,?,-28%,nt,i
CNC[C@H](O)c1ccc(O)cc1,0%[17.1 µM],nt,-4%,31%[activator][25.5 µM],5%[20.9 µM],5%[20.6 µM],nt,15%[25.9 µM]
COC(=O)c1ccccc1OP1(=O)COc2ccccc2OC1,-3%,-5%,2%,2%,9%,5%,4%,-5%
CC12C=CC(=O)C=C1CCC1C2=CCC2(C)C1CC[C@@H]2C(=O)CN1CCN(c2cc(N3CCCC3)nc(N3CCCC3)n2)CC1 (some centres undefined),nt,7.1µM*,nt,nt,?,-14%,nt,-4%
CCCCN1C(=O)NC(=O)C2(Cc3c(nc4ccccn4c3=O)N3CCc4ccccc4C32)C1=O (centres undefined),-1%,?,2%,?,?,15%,-5%,-3%
O=C(Nc1ccc(Br)cc1)c1nn(C23CC4CC(CC(C4)C2)C3)cc1Br,-3%,-1%,14%,-25%,?,-15%,5%,11%
C=CCn1c(=O)c(C=Nc2c(OC)cccc2[N+](=O)[O-])c(O)n(CCCC)c1=O,-2%,?,2%,-7%,13µM*,2%,-4%,-1%
Cc1ccc(-c2[nH]nc3c2C(c2ccccc2OC(=O)N2CCOCC2)C(C#N)=C(N)O3)cc1 (centres undefined),-2%,-17%,0%,?,-6%,2%,-4%,7%
COC(=O)C(O)(c1ccc(N(C)C(=O)c2ccc(Cl)c(Cl)c2)cc1)C(F)(F)F (centres undefined),-2%,8%,-10%,-3%,11%,-20%,-3%,0%
O=C(c1ccc(Cl)cc1)C1CCCN(Cc2ccon2)C1 (centres undefined),-2%,6%,20%[46 µM],-22%,13%,nt,-5%,14%
CNC(=O)Oc1cccc2c1OC(C)(C)O2,-2%,-9%,0%,4%,?,-10%,nt,-2%
ClC(Cl)=C(c1ccc(Cl)cc1)c1ccc(Cl)cc1,-3%,-1%,-3%,-3%,12%&-7%&16%,6%&-12%&0%,42%[activator],-6%&8%&-4%
c1ccc(Nc2ccc(Nc3ccccc3)cc2)cc1,nt,nt,nt,nt,?,7%,?,-2%
CCOc1ccc(-c2c(C)n(-c3ccc(OCC)cc3)c3[n+]2CCCCC3)cc1,nt,?,nt,0%,nt,nt,-4%,-8%
COc1cc(Cn2c(N)c(C(=O)NCc3ccco3)c3nc4ccccc4nc32)cc(OC)c1OC,-2%,?,-10%,?,?,-11%,nt,i
CCOC(=O)/C(CCCN(CC)CC)=N\O,nt,-5%,7%,2%,4%,nt,-5%,-2%
CCCCc1nc2ccccc2c(=O)n1-c1ccccc1[N+](=O)[O-],1%,-2%,-2%,0%,-15%,-9%,-5%,-9%
CNC(=O)OCCc1n(C)cc[n+]1C,0%,2%,3%,-16%,6%,1%,9%,-2%
C=Cn1c(P(=S)(N2CCOCC2)N2CCOCC2)cc2c1CCCC2,14%,-14%,18%,-10%,?,4%,-16%,-11%
CCN(CC)c1ncnc2c1ncn2[C@@H]1O[C@H](COP(=O)(O)OP(=O)(O)C(Br)(Br)P(=O)(O)O)[C@@H](O)[C@H]1O,-3%,-4%,?,-9%,-5%,5%,nt,-1%
Nc1ncnc2c1ncn2[C@@H]1O[C@H](COP(=O)(O)OP(=O)(O)OP(=O)(O)O)[C@@H](O)[C@H]1O,nt,-1%,?,nt,5%,2%,-4%,23%
COc1cccc(C2(O)CCN(CC(=O)Nc3nc(C)cs3)CC2)c1,4%,-4%,nt,-5%,10%,-11%,4%,i
COP(=S)(OC)Oc1ccc(SC)c(C)c1,-2%,-2%,?,-4%,-3%,0%&2%,nt,-6%&6%
CC(N)Cc1ccccc1Sc1ccc(O)cc1 (centres undefined),4%,-3%,4%,-4%,19%,-16%,3%,-3%
COc1ccc(CCNC(=O)c2c(N)n(CCN3CCOCC3)c3nc4ccccc4nc23)cc1OC,-4%,?,-9%,?,?,-13%,16%,-2%
COc1ccccc1CN1CCN(C(=O)COc2cccc(C)c2)CC1,nt,?,6%,8%,?,-11%,4%,i
CCCN1CCCC2Cc3[nH]ncc3CC21 (centres undefined),-4%,-4%&3%,?,-2%,3%&-2%,-13%&7%,nt,-1%&-2%
Cc1ccsc1-c1nc(CSCC(=O)N2CCC3(CC2)OCCO3)c(C)o1,5%,-14%,?,?,?,-33%[inhibitor],-2%,-10%
O=C(Nc1ccc(OC(=O)N2CCCC2)cc1)N1CCOCC1,-19%,-4%,-8%,-14%,4%,-15%,-6%,2%
C[C@]12CC[C@@H](O)C[C@@H]1CC[C@@H]1[C@@H]2CC[C@]2(C)C=CC[C@@H]12,nt,-13%,nt,nt,?,-18%,nt,12%
CC(C)c1cccc(C(C)C)c1O,-9%,-10%&-4%&11%&0%,?,4%,1%,7%,nt,-7%
O=C(CN1C2CCC1CC(O)(c1cccnc1)C2)Nc1ccc2c(c1)OCO2 (centres undefined),-2%,1%,4%,-5%,-3%,-16%,1%,1%
Cc1nccn1Cc1ccc(Cl)nc1,0%,2%,?,2%,2%,0%,30%,-14%
C/C(=N\N1CCCCCC1)c1c(O)n(C2CCCCC2)c(=O)[nH]c1=O,nt,-12%,nt,-10%,?,nt,-7%,-4%
CCOP(=O)(OCC)C(NC(=O)c1ccc(Cl)cc1)=C(Cl)Cl,-1%,2%,5%[0.0737 µM],4%,0%,12%,3%,1%
CCCCN1C(=O)C(C2c3ccccc3C(=O)N2Cc2ccccc2)C(=O)NC1=S (centres undefined),-4%,-9%,13%,-4%,?,10%,1%,-5%
Cc1ccc(C(=O)c2cc(Br)ccc2N)cc1,4%,?,11%[46 µM],-5%,0%,5%,-10%,-9%
CCn1c(O)c(/C=N/NC(=O)c2ccncc2)c(=O)[nH]c1=S,-1%,2%,-2%,-2%,?,4%,?,-10%
CC1(CCl)CN1S(=O)(=O)c1ccccc1 (centres undefined),nt,?,nt,-2%,nt,nt,2%,-1%
NC(N)=NN=Cc1c(Cl)cccc1Cl,0%,1%,?,14%,13%,-9%[20.6 µM],nt,8%
O=C(CN1CCN(CCO)CC1)Nc1ccc(Cl)cc1C(=O)c1ccccc1,-1%,-6%,-10%,-3%,3%,7%,1%,i
CC(=O)CC(C)(C)n1c[n+](C)nn1,-1%,-9%,9%,7%,8%,-7%,9%,i
CCn1ncc(-c2ccnc3cc(C(=O)O)nn23)c1C,0%,0%,6%[9.22 µM],?,?,4%,16µM*,-9%
O=C1NC(=O)C2(Cc3c(nc4ccccn4c3=O)N3CCCCCC32)C(=O)N1Cc1ccccc1 (centres undefined),-1%,-15%,-2%,?,-1%,2%,-2%,-2%
O=C(c1ccncc1)N1CCC[C@@]2(CCN(Cc3nccs3)C2)C1,1%,nt,nt,nt,4%,-2%,nt,-9%
Cc1ccc(CCN2CC(C(=O)N3CCC4(CC3)OCCO4)CC2=O)cc1 (centres undefined),-1%,3%,9%,5%,-5%,-6%,2%,i
O=C(CN1CC=C(c2ccccc2)CC1)Nc1c(Cl)cccc1Cl,0%,-12%,?,?,-8%,8%,-3%,-14%
CCOc1ccc(-n2c(O)c(C=Nc3ccc(N4CCOCC4)cc3)c(=O)[nH]c2=O)cc1,-3%,?,7%,-3%,-5%,-9%,7%,-6%
O=C(CN1CCCCC1c1cccnc1)c1ccccc1 (centres undefined),-5%,-19%,nt,?,?,4%,nt,-6%
CC1CCCN(C(=O)CCl)C1 (centres undefined),1%,2%,?,-2%,0.63µM*,-12%,6%,2%
COc1ccc(C2=NCC(=O)N(CC(=O)NCc3ccco3)c3sc4c(c32)CCCC4)cc1OC,2%,-24%,-10%,-4%,-13%,27%,-8%,12%
O=c1[nH]c(=S)n(-c2ccc(Br)cc2)c(O)c1C=Nc1ccc(N2CCOCC2)cc1,1%,25µM*,?,-8%,6%,-14%,-1%,-4%
